Compound activity as filed in PubChem BioAssay.
Rac1 wt modul – wildtype Rac1 GTP binding modulators, primary screen, biochemical, GST-Rac1 beads, flow cytometry, multiplex; fluorescent GTP binding; actives lie on both sides; 0 = cold GTP competed, 100 = untreated; AID 757, 2007; 190,000 tested, 0.27% active; GTP binding activity (% of control), % at 10 µM; Ras-related C3 botulinum toxin substrate 1 (Homo sapiens), P63000;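 active means GTP binding activity at least 20 points away from the 100% control level, either lower or higher; inconclusive means compound flagged as likely green fluorescent, judged across all proteins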
Avidin fluor – green autofluorescence of compounds with avidin beads – biophysical, 488/530 nm, flow cytometry, artefact control, profiling panel; compound fluorescence 488/530 nm; active compounds read high; fluorescence (KMESF) at 10 µM; 220,000 tested, 0.38% active; in the data active means fluorescence above about 47; further: inactives centre near 10
HRas wt GTP bind – modulators of GTP binding to HRas wildtype, primary screen, biochemical, bead-based flow cytometry, multiplex | GTP binding activity, % at 10 µM | GTPase HRas (Homo sapiens), P01112 | GST-Ras wt beads, Bodipy-FL-GTP binding; actives lie on both sides | 190,000 tested, 0.14% active;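 active means GTP binding activity at least 20% away from the 100% baseline, either lowered as inhibitor or raised as activator; inconclusive means flagged as likely green fluorescent, judged across all proteins in the well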;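 further: 0% = unlabeled GTP competition control and 100% = no-compound control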
Target sequence (P01112 whole entry, looked up): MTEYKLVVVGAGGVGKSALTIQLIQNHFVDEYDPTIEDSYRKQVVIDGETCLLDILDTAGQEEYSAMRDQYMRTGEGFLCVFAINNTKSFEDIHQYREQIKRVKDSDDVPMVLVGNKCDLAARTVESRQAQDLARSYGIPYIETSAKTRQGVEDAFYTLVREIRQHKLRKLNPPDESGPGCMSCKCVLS
Rac1 mut GTP – GTP binding modulators of activated mutant Rac1, primary screen, biochemical, bead-based flow cytometry, multiplex, fluorescent GTP. Ras-related C3 botulinum toxin substrate 1 (Homo sapiens), P63000. GST-Rac1 activated beads; actives lie on both sides; 100% means binding = to untreated wells. percent activity (GTP binding), % at 10 µM. 190,000 tested, 0.11% active. AID 764, 2007;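 active means GTP binding at least 20 percentage points away from the 100% baseline, in either direction, so actives lie on both sides; inconclusive means Compound likely fluorescent itself, or too few beads counted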
Rab7 wt modul – modulators of GTP binding to Rab7, primary screen, biochemical, wildtype, multiplex bead flow cytometry; GTP binding activity (percent of control), % at 10 µM; 190,000 tested, 0.055% active; GST-Rab7 beads, fluorescent GTP binding; actives lie on both sides; untreated = 100%, excess cold GTP = 0%; Rab7 GTPase wild type (dog), Bodipy-FL-GTP binding; AID 758, 2007;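 active means fluorescent GTP binding to Rab7 beads changed by at least 20 points from the 100% baseline, either direction, mostly lower; inconclusive means compound itself probably fluorescent, or too few beads counted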;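 further: median green fluorescence of bound Bodipy-FL-GTP per Rab7 bead population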
ABCG2 block – ABCG2 efflux pump inhibitors, primary screen, multiplex with ABCB1, IgMXP3 cells, flow cytometry; Broad substrate specificity ATP-binding cassette transporter ABCG2 (Homo sapiens), Q9UNQ0; JC-1 efflux; inhibition, % at 6.6 µM; 190,000 tested, 0.1% active;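 active means inhibition above 80%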;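 further: 0% = DMSO and 100% = nicardipine control wells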
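Measure – % inhibition of efflux relative to nicardipine and DMSO · Test system – ABCG2 IgMXP3 and barcoded ABCB1 CCRF-Adr cell mix · Control set – nicardipine as high control, DMSO as low control · Compound – one concentration, 6.6 µM final · Signal – flow cytometry of retained JC-1 fluorescence · Timing – 10 min exposure at 25 °C with rotation, no wash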
Rab2A wt mod – modulators of GTP binding to Rab2A wildtype, primary screen, biochemical, dog, bead-based flow cytometry, multiplex; GST-Rab2 wt beads, Bodipy-GTP binding; GTP binding activity, % at 10 µM; 190,000 tested, 0.19% active; AID 760, 2007;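 active means GTP binding activity at least 20 points away from 100%, either lowered or raised; inconclusive means signal likely due to the compound's own green fluorescence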;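 further: 0% = beads with excess unlabeled GTP and 100% = no-compound control corrected for plate trend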
Pf gamet viab – late stage P. falciparum gametocyte viability inhibitors, primary screen, ATP luminescence, HTS; P. falciparum stage V gametocytes, 24 h; inhibition, % at 10.9 µM; 150,000 tested, 0.065% active; AID 743093, 2013;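 active means inhibition above the mean plus 3 SD of compounds within the control limits, set per campaign, cut at about 38% in these data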;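 further: 0% = DMSO wells and 100% = medium only without gametocytes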
Cdc42 wt – modulators of GTP binding to wildtype Cdc42, primary screen, biochemical, multiplex bead flow cytometry, Bodipy-GTP; Cell division control protein 42 homolog (Homo sapiens), P60953; GST-Cdc42 beads; actives lie on both sides; percent activity (GTP binding), % at 10 µM; 190,000 tested, 0.2% active; AID 761, 2007;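 active means percent activity GTP binding at least 20 points away from the 100% baseline, either down as inhibitor or up as activator; inconclusive means compound flagged as likely green fluorescent from well-wide comparison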;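 further: median bead fluorescence of bound Bodipy-FL-GTP at 100 nM; 0% = excess unlabeled GTP control and 100% = no compound control; below 100% means less GTP binding so inhibitor and above means activator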
Target sequence (P60953 whole entry, looked up): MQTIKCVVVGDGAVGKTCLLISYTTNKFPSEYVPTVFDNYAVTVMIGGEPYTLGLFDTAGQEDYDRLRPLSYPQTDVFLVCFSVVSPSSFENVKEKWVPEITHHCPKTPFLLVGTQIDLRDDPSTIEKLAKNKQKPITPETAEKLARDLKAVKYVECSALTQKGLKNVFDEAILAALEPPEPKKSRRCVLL
ABCB1 inh – ABCB1 efflux pump inhibitors, primary screen, cell-based, multiplex, flow cytometry, ABCG2 counter-screen | 190,000 tested, 0.067% active | CCRF-Adr cells, JC-1 efflux | inhibition, % at 6.6 µM; in the data active means inhibition above about 40%;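 further: 0% = vehicle and 100% = reference inhibitor; higher value means more JC-1 retained so stronger ABCB1 efflux block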
Mcl1-Noxa inh – Mcl-1/Noxa binding inhibitors, primary screen, biochemical, TR-FRET, 1536-well; inhibition, % at 21.7 µM; TR-FRET Mcl-1/Noxa peptide binding, 2 h; AID 1022, 2008; Induced myeloid leukemia cell differentiation protein Mcl-1 (Homo sapiens), Q07820; 220,000 tested, 1.5% active;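 active means compounds that cut the protein-peptide binding signal by more than 50% relative to plate controls in a single-dose test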;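 further: His-tagged Mcl-1 with rhodamine Noxa BH3 peptide and terbium anti-His antibody; 0% = Mcl-1 plus Noxa peptide wells and 100% = peptide-only wells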
Target sequence (Q07820 whole entry, looked up): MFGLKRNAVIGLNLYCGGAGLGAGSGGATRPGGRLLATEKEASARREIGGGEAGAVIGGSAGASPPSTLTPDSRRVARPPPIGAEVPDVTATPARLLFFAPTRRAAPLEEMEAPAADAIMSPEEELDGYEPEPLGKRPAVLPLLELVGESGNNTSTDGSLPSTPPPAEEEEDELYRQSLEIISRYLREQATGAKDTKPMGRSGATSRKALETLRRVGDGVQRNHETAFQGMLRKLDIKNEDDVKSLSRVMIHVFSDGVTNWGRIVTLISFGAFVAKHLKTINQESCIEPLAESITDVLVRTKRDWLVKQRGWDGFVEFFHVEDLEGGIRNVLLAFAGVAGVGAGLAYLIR
Numbers without * were called inactive; ? = inconclusive; . = no result given.

Screens in order – Rac1 wt modul	Avidin fluor	HRas wt GTP bind	Rac1 mut GTP	Rab7 wt modul	ABCG2 block	Rab2A wt mod	Pf gamet viab	Cdc42 wt	ABCB1 inh	Mcl1-Noxa inh
> CCN(CC)S(=O)(=O)c1ccc2oc(SCc3ccc(F)cc3)nc2c1
  99	15	97	100	96	2	96	.	98	0.7	17
> O=C(CC(=O)Nc1cccc(Cl)c1)N/N=C\c1ccccc1
  100	8	98	99	95	8	98	8	99	0.3	37
> Cc1oc(-c2ccccc2F)nc1CS(=O)(=O)CC(=O)NCc1ccco1
  100	5	98	97	95	0	98	.	99	0.2	0
> CN(C)CCNC(=O)Cc1ncc(C(F)(F)F)cc1Cl
  98	32	96	98	94	3	95	-5	97	0.7	-19
> Cc1ccc(OCC(=O)N2N=C(c3cccnc3)CC2(O)C(F)(F)F)cc1C (stereo not given)
  104	24	98	97	99	14	95	-1	103	1.7	9
> CCN(CC)c1ccc(/C=N/NC(=O)c2cccc(S(=O)(=O)N3CCOCC3)c2)cc1
  105	13	102	103	99	8	102	4	102	0.2	50
> Cc1cc(C(=O)NCc2ccc3c(c2)OCO3)n(-c2ccccc2)n1
  99	7	97	97	96	1	98	.	99	0.7	-6
> O=C(CNS(=O)(=O)c1ccccc1)OCc1cccc([N+](=O)[O-])c1
  103	7	102	99	97	4	99	-5	100	3.1	4
> CN(CCC#N)C(=O)COC(=O)c1ccc2[nH]c3c(c2c1)CCCC3
  98	9	99	97	109	4	101	9	100	0.8	11
> CCOc1ccc(CC(C(N)=O)C(N)=O)cc1
  98	18	102	97	103	0	105	0	106	0.1	18
> CCC1(CC)NC(=O)N(CC(=O)OCC(=O)Nc2sccc2C#N)C1=O
  ?	6	?	?	?	1	?	-3	?	0.2	29
> CC(C)Cn1cc(C(=O)NCC2CCCO2)c2c3ccccc3n(C)c2c1=O (stereo not given)
  102	34	102	99	102	0	103	0	102	0.1	10
> Cc1cnc(C(=O)NCc2ccc(Cl)cc2Cl)cn1
  98	9	97	97	104	3	99	-5	95	-0.2	2
> O=C(NCc1ccco1)c1sc2cc(F)ccc2c1Cl
  101	22	99	97	100	3	96	.	100	0.9	14
> CC(=O)Nc1ccc(C2=NNC(=NCC3CCCO3)SC2)cc1 (stereo not given)
  100	3	98	97	99	-3	98	-5	99	-1.1	61*
> COc1ccc(CCN2C(=O)C(O)=C(C(=O)c3ccco3)C2c2cccs2)cc1OC (stereo not given)
  97	4	98	95	95	1	95	-5	98	0.4	6
> Cc1ccc(S(=O)(=O)NCC2CCCO2)cc1[N+](=O)[O-] (stereo not given)
  106	18	104	103	98	6	102	-19	97	0.8	14
> Cc1cc(C)n(-c2ccc(Cl)c(Cl)c2)n1
  96	10	97	93	102	1	97	-19	93	-0.2	13
> O=C(CN1CCC(c2nc3ccccc3[nH]2)CC1)NCc1ccc2c(c1)OCO2
  105	8	100	99	95	4	98	.	99	0.6	7
> Cn1c(N)c(C(=O)COC(=O)CCC(=O)c2cccs2)c(=O)n(C)c1=O
  95	18	96	98	95	6	96	-21	96	0.8	-4
> COc1ccc(OCC(=O)NNC(=O)c2nn(C)c(=O)c3ccccc23)cc1
  99	10	99	102	101	3	101	-8	96	0.2	12
> Cc1cc(C(=O)OCC(=O)NCc2cccs2)c2ccccc2n1
  100	13	98	94	102	37	101	12	100	1.1	0
> CCOc1ccc(N2C(=O)CC(NCC3CCCO3)C2=O)cc1 (stereo not given)
  96	10	96	93	98	-1	97	-11	93	-0.9	2
> CCC(C)C(NC(=O)C(C)NC(=O)CNC(=O)CNC(=O)OCc1ccccc1)C(=O)OC (stereo not given)
  107	6	102	100	105	2	99	.	104	0.9	13
> CCCN(Cc1ccccc1)S(=O)(=O)c1ccc(N2C(=O)CCC2=O)cc1
  94	8	96	96	95	1	94	.	97	0.4	-7
> O=C(NCc1ccccn1)c1ccc(/C=N/O)nc1
  107	11	101	103	99	11	103	6	104	0.9	-9
> OCCN(/C=N/c1nc(-c2ccc(Br)cc2)cs1)CCO
  94	5	96	97	97	0	97	.	96	0.0	12
> O=C1CC(SC(=Nc2ccccc2)Nc2ccccc2)C(=O)N1c1ccc(Cl)c(Cl)c1 (stereo not given)
  100	1	97	101	100	50	99	3	97	19	12
> CC1Oc2ccccc2OC1(O)c1ccccn1 (stereo not given)
  102	3	100	98	102	-5	95	14	99	0.2	-3
> Cc1ccccc1NC(=O)c1cccc(Cn2cc(Br)c([N+](=O)[O-])n2)c1
  95	10	98	96	94	7	98	.	97	0.8	-12

Additional structures
Screens in order – Rac1 wt modul	Avidin fluor	HRas wt GTP bind	Rac1 mut GTP	Rab7 wt modul	ABCG2 block	Rab2A wt mod	Pf gamet viab	Cdc42 wt	ABCB1 inh	Mcl1-Noxa inh
> COc1ccc(NC(=O)c2cncc(Br)c2)cc1S(N)(=O)=O
  99	12	97	95	102	-1	101	.	101	0.4	-14
> CCSc1ccc(NC(=O)c2cccnc2)cc1
  100	8	100	99	98	5	98	.	99	0.5	16
> CCOc1ccccc1Oc1c(C)oc2c(CN3CCN(CCO)CC3)c(O)ccc2c1=O
  97	5	94	96	90	1	97	.	96	-0.2	.
> Cc1ccc(C2CC(c3ccc(NS(C)(=O)=O)cc3)=NN2C(=O)c2ccco2)cc1 (stereo not given)
  97	4	99	100	104	8	99	-12	96	1.5	-5
> CC(C)OC(=O)/C(C#N)=C\c1cccnc1
  104	8	102	101	102	1	103	-36	103	0.6	-15
> CCOC(=O)CNC(=S)N(Cc1cccs1)C1CCCCC1
  108	13	100	101	101	6	99	-14	103	1.1	-8
> COCc1nc2ccccc2n1Cc1ccccc1
  104	15	108	101	102	0	104	.	105	0.2	-14
> NNc1nc(-c2ccccc2)c2ccccc2n1
  100	23	97	99	97	3	99	-20	98	-0.1	0
> Cc1ccccc1C=Nc1ccccc1C(N)=O
  100	4	97	100	98	-1	98	.	100	-0.5	14
> Cc1c(C(=O)Oc2ccc(F)cc2)sc2ncn(Cc3cccc(F)c3)c(=O)c12
  102	14	100	99	97	1	103	1	100	-0.6	-8
> O=C(COC(=O)c1ccccc1Oc1ccccc1)NCc1ccco1
  100	7	100	96	102	2	101	.	103	0.8	52*
> COc1cccc(/C=C/C(=O)OCC(=O)Nc2ccc(Cl)c(S(=O)(=O)N(C)C)c2)c1
  95	13	94	91	101	0	95	-14	93	-0.1	9
> O=C(O)CCC(=O)Nc1nc2ccccc2s1
  103	8	102	100	100	2	100	12	103	0.1	4
> O=C(Cn1nc(-c2cccc(Cl)c2)ccc1=O)Nc1ccc(C(=O)NC2CC2)cc1
  100	13	97	96	102	-1	97	-5	96	-0.4	-15
> O=C(O)CNC(=S)N(Cc1ccccc1Cl)C1CCCCC1
  93	11	92	92	92	0	91	.	90	0.0	-3
> O=C(/C=C/c1ccco1)Nc1ccc2nn(-c3ccccc3)nc2c1
  100	11	100	98	102	-1	98	4	102	-0.5	78*
> CN(C)S(=O)(=O)c1cc(NC(=O)CN2CCCc3ccccc32)ccc1Cl
  98	27	101	98	102	1	102	-1	98	0.2	-7
> CCOc1ccc2nc(NCCCNS(=O)(=O)c3ccc(F)cc3)c(C#N)cc2c1
  99	33	98	94	96	3	96	.	95	0.8	-16
> Cc1ccsc1C(=O)Nc1ccc(C(=O)O)cc1
  100	10	97	98	97	3	97	.	98	0.8	11
> Cc1cc2c(=O)n(CC(=O)NCC(=O)N3CCN(Cc4ccccc4)CC3)cnc2s1
  98	10	101	97	95	5	97	7	99	0.9	17
> CCn1c(C(=O)OC)cc2c1ccn2-c1ccc(F)cc1
  94	6	98	92	97	6	96	.	98	0.4	17

Compounds as they come. About 2.3% of those tested had a hit in this group.
